Vif-A3G inh: qHTS for Inhibitors of Vif-A3G Interactions: qHTS. AID 602310, 2012. 0.076% of 410,000 active. Potency, µM (highest dose often 46.1 µM), inactives show top-dose activity, negative = active, actives largely listed as inhibitors. DNA dC->dU-editing enzyme APOBEC-3G (Homo sapiens), Q9HC16. HeLa A3G-eYFP + Vif (tagged APOBEC3G with the HIV-1 protein that degrades it), YFP fluorescence, overnight;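 also: potency is read from the fitted curve at half-maximal effect; % is scaled to controls: 0 for no effect and ±100 for the full control effect; nearly all actives have a fitted effect of over 60% in size; hits raise eYFP signal because A3G escapes Vif-driven loss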
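Read-out is eYFP fluorescence (Ex 488/Em 500-530) from Vif-expressing HeLa A3G-eYFP cells; more signal means A3G escaped Vif-mediated degradation. Cells plated overnight, compound pinned in, incubated overnight at 37 deg C.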
ERG-DNA inh: qHTS for Small Molecule Inhibitors of the ERG Ets/DNA interaction | Potency, µM (series often up to 76.9 µM), inactives show at the highest dose FP activity, negative = inhibition, usual class: inhibitors | 0.028% of 370,000 active | AID 624246, 2012 | fluorescence polarization, His-ERG Ets domain / labelled DNA; active = well fitted inhibition curve with a large enough effect in the polarisation, with a control signal flat; inconclusive = small, poorly fitted or top-dose-only effect, or effect the other way, or a change in a side signal; inactive = no such curve, though single readings can be large or run the other way; the % refers to the polarisation;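 also: polarization taken with two DNA probes labelled with fluorescein and Texas red; potency is read from the fitted curve at half-maximal effect; % of control where 0% means no effect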
Target sequence (P11308 whole entry, looked up, the tested form may be a part): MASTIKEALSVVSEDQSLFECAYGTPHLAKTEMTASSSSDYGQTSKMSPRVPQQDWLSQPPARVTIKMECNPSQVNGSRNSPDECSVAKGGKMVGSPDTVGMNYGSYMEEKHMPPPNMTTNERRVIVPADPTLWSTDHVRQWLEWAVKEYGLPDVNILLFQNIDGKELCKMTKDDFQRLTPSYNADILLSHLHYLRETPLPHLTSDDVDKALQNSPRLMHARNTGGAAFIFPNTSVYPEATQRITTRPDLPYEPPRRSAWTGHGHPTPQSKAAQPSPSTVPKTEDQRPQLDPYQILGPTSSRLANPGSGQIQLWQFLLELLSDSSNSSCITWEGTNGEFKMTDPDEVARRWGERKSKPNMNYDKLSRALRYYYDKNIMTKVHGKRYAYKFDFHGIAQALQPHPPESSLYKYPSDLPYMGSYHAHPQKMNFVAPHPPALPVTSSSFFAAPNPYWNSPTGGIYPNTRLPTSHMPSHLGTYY
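His-tagged ERG Ets domain (1 uM in the protein solution; 300mM KCl, 50mM Tris-HCl, 1mM EDTA, 1mM DTT, pH 7.5) received compound, then a probe mix of 5 nM fluorescein-DNA and 100nM Texas-615-DNA. Fluorescence polarization was read for both dyes.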
Vif-APOBEC3F blk: qHTS for Inhibitors of Vif-A3F Interactions: qHTS | HeLa A3F-eYFP + Vif (tagged APOBEC3F with the HIV-1 protein that degrades it), YFP fluorescence increase | Potency, µM (top dose mostly 46.1 µM), for the others: at the top dose activity, negative = active | 0.2% of 390,000 active; also: potency is read from the fitted curve at half-maximal effect; % of control where 0% means no effect; nearly all actives have a fitted effect of over 65% in size
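Fluorescence increase (Ex 488/Em 500-530) after overnight compound treatment at 37 deg C flags inhibition of Vif-driven A3F-eYFP loss in stable HeLa A3F-eYFP/Vif cells seeded overnight beforehand.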
12-LOX inh: Primary qHTS assay for inhibitors of human arachidonate 12S-lipoxygenase (ALOX12): Round 2 | purified 12hLO, xylenol orange hydroperoxide absorbance | Potency, µM (top dose mostly 108 µM), for the others: at the top dose activity change, negative = inhibition, actives largely listed as inhibitors | 1.1% of 580,000 active | AID 1671190, 2021; also: potency is read from the fitted curve at half-maximal effect; % is scaled to controls: 0 for no effect and ±100 for the full control effect
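Hydroperoxide product was detected by ferrous iron/xylenol orange as the 573 to 405 nm absorbance ratio. Arachidonic acid at 40 uM (final) was turned over for 30 min at room temperature by 150 nM human 12hLO, pH 7.0 Hepes buffer, after 15 min compound preincubation.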
D2 antag: HTS Assay for Allosteric Antagonists of the Human D2 Dopamine Receptor: Primary Screen for Antagonists | 2% of 340,000 active | inhibition, % at 10 µM | D(2) dopamine receptor (Homo sapiens), P14416 | HEK293 TREx D2 cells, calcium flux, dopamine EC80; in the data active = inhibition above about 30%; also: 0% is about no effect
Target sequence (P14416 whole entry, looked up): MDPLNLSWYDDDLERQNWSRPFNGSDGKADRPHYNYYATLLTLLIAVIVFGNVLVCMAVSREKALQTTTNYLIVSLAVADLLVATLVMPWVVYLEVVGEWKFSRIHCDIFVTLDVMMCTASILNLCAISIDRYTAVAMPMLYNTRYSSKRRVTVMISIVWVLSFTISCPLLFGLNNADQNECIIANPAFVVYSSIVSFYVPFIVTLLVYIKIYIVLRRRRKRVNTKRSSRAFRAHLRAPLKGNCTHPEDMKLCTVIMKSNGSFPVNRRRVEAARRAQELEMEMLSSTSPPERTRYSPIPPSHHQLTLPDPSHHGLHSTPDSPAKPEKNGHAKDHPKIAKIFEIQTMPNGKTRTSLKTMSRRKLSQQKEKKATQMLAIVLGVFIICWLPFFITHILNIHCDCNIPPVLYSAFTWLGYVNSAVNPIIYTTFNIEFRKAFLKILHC
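Compounds are added to dye-loaded, induced HEK293 T-REx cells coupled to calcium release via D2; after a 3 min kinetic read an EC80 dopamine stimulus is given and fluorescence is recorded for 3 more min.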
GRP78 ERSR act: qHTS for Inducers of the Endoplasmic Reticulum Stress Response (ERSR) in Human Glioma: qHTS | U87-MG GRP78 promoter luciferase reporter, 16 h | Potency, µM, inactives show at the top dose activation, hits mostly activators | 0.02% of 420,000 active; also: potency is read from the fitted curve at half-maximal effect; series mostly up to about 76 µM; % of control where 0% means no effect; nearly all actives have a fitted effect of over 35% in size
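Stably transfected U87-MG glioma cells carrying a GRP78-based luciferase sensor; 16 h compound incubation. Luminescence end-point read 10 min after Bright-Glo addition at room temperature.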
D2 agonist: HTS Assay for Allosteric Agonists of the Human D2 Dopamine Receptor: Primary Screen for Agonists; HEK293 T-REx D2 cells, calcium flux agonist mode; activation, % at 2 µM; 0.53% of 340,000 active; AID 485358, 2010;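 active = activation over 3 SD above normal in the single-dose calcium agonist read, cut at about 30% in these data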; also: 0% is about no effect
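Calcium-flux readout, 1 cycle/sec over 180 s following compound pin transfer, in inducible HEK293 Trex D2 cells (force-coupled); dopamine controls included. Positive calcium responses during this window marked compounds as potential agonists.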
LDHA inh: qHTS assay for inhibitors of human lactate dehydrogenase; AID 1347041, 2019; 0.15% of 480,000 active; L-lactate dehydrogenase A chain (Homo sapiens), P00338; purified LDHA, NADH/diaphorase-resazurin fluorescence; active compounds read low; activity change, % (values are at about 110 or 230 µM); in the data active = activity change below about -30%; inconclusive = mostly about -25% to -30%;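 also: plate controls were DMSO wells for no effect and wells without enzyme for full effect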
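LDH5 2 nM; NADH 0.06 mM, pyruvate 0.2 mM; 200 mM Tris pH 7.4, EDTA, Tween-20; 5 min RT. Detection: diaphorase 0.133 mg/mL + resazurin 37 µM, fluorescence ex540/em590 at 0 and 20 min; normalized to enzyme-free and DMSO wells.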
RGS4 inh: Inhibitors of Regulator of G Protein Signaling (RGS) 4: qHTS; Transcreener GDP fluorescence polarization, RGS4-accelerated GTP hydrolysis; Potency, µM (titrated, usually from 114 µM), for the others: at the highest dose activity change, negative = inhibition, actives largely listed as inhibitors; 0.039% of 390,000 active; also: potency is read from the fitted curve at half-maximal effect; % is scaled to controls: 0 for no effect and ±100 for the full control effect; nearly all actives have a fitted effect of over 75% in size; some results filed as inactive show a strong effect at the top dose
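MLSMR compounds (23 nl, pin-transferred) preincubated 10 min at room temperature with a 500nM (2x) first reagent, then RGS4 at 900nM (2x) plus Transcreener GDP mix added; fluorescence polarization (620/688 nm) read before and after 90 min at 30 °C.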
* marks the source's active call; other numbers are inactive results; ? = inconclusive; . = no result given; & = joins results of further samples; [ ] = another dose, or the depositor's remark. Unless noted, calls follow the shape of the dose curve; as a rule, active = well fitted curve in the direction sought with a large enough effect; inconclusive = small, poorly fitted or top-dose-only effect, or another doubt; inactive = no such curve, though single readings can be large; an effect the other way counts as inactive or inconclusive. Only part of the results is shown; rates above refer to the full screens.

SMILES	Vif-A3G inh	ERG-DNA inh	Vif-APOBEC3F blk	12-LOX inh	D2 antag	GRP78 ERSR act	D2 agonist	LDHA inh	RGS4 inh
CCC(C)(C)NC(=O)C(c1ccncc1)N(Cc1cccs1)C(=O)Cn1nnc2ccccc21 (centres undefined)	-1%	1%	-5%	4%	-6	0%	0.8	-2	-17%
CN1CCc2c(sc(NC(=O)C3CCCN3S(=O)(=O)c3ccc(Cl)s3)c2C(N)=O)C1 (centres undefined)	0%	2%	-7%	-14%	.	-2%	.	-5	-10%
Cc1ccc(S(=O)(=O)N2CCN(Cc3ccccc3)CC2)cc1	-1%	-11%	-8%	8%	-3	-4%	-1.7	-3	25%
Cc1c(C(=O)NC2CCCCC2C)oc2ccccc12 (centres undefined)	1%	-13%	-6%	-4%	0	1%	0.4	-3	2%
COc1cccc(OC)c1C(=O)N1CCN(Cc2cccnc2)CC1	1%	-6%	0%	?	2	-2%	1.1	?	17%
CC(C)C1(C2CCCC2)NC(=O)NC1=O (centres undefined)	1%	-2%	9%	1%	.	-7%	.	-10	5%
O=C(CCN1CCOCC1)Nc1cccc(Br)c1	-7%	-6%	0%	-15%	8	1%	0.8	-6	-21%
CCOc1cc2[nH]c(=S)n(CCCCC(=O)NCc3ccco3)c(=O)c2cc1OCC	1%	-1%	-1%	8%	3	-4%	0.5	-12	8%
COc1ccc(NC(=O)c2c(C(F)(F)F)nn(C)c2Cl)cc1	6%	3%	0%	1%	-10	-1%	-0.1	-5	14%
Cc1cc(CCC(=O)O)c(C)cc1CCC(=O)O	-1%	-15%	.	-11%	-10	-16%	-0.1	-2	-10%
Cc1ccc(NC(=O)Cc2c(O)c3ccccc3[nH]c2=O)c(C)c1	2%	?	-3%	-11%	-14	-1%	0.0	1	-13%
Cc1nn(-c2ccccc2)c(Cl)c1/C=N/Nc1ccc(Cl)c(C(=O)O)c1	-8%	-4%	9%	-16%	-11	-13%	-0.3	-3	0%
CNC(=O)C(NC(=O)CNC(=O)c1ccc(Cl)cc1)C(C)(C)C (centres undefined)	4%	5%	-13%	-3%	.	-3%	.	0	-11%
Cc1nnc(N2C(=O)c3oc4ccccc4c(=O)c3C2c2ccco2)s1 (centres undefined)	-1%	5%	2%	7%[57.4 µM]	4	0%	-0.9	2	-11%
COCCCNC(=O)CCCn1c(=O)[nH]c2ccccc2c1=O	0%	3%	2%	-18%	9	?	0.1	-7	-37%
CCC(C)c1ccc(NC(=S)Nc2ccc(OC)cc2)cc1 (centres undefined)	-2%	23%	?	45µM*	1	3%	0.3	-3	-16%
CCCn1c(SCC(=O)NC(=O)Nc2ccc(C)cc2C)n[nH]c1=O	0%	-10%	4%	-3%[57.4 µM]	2	-2%	0.4	-16	-11%
CCOc1ccc(C(=O)Nc2cccc(-c3nc4cccnc4o3)c2)cc1Cl	2%	0%	-1%	.	-19	-4%	0.2	-2	?
CCc1ccc(-c2cn3nc(CC)sc3n2)cc1	3%	-2%	1%	-17%	.	-7%	-0.7	1	1%
CCCCC1CCC(C(=O)NC2CCS(=O)(=O)C2)CC1 (centres undefined)	1%	1%	1%	0%	14	-2%	0.2	-4	1%
COc1cccc(CNC(=O)C2CCCCN2S(=O)(=O)c2ccc(F)cc2)c1 (centres undefined)	-4%	-3%	1%	-7%	.	-5%	0.1	-5	-23%
CCN(CC)S(=O)(=O)c1ccc2oc(C(=O)NCC3COc4ccccc4O3)c(C)c2c1 (centres undefined)	0%	1%	.	4%	-10	-6%	0.1	-3	?
CC1CCCCN1C(=O)Cn1c(SCC(=O)N(C)c2ccccc2)nc2ccccc21 (centres undefined)	4%	0%	-7%	-23%	.	-1%	1.6	1	-14%
Cc1c(C(=O)OC/C(O)=C(\C#N)c2nc3ccccc3[nH]2)oc2ccccc12	?	2%	22µM*	-13%	3	-2%	0.0	1	-12%
O=C(NCCc1ccccc1)C1CCCN(c2cnccn2)C1 (centres undefined)	0%	4%	0%	4%	27	-5%	-1.1	2	6%
Cc1ccc(Cn2c(S(=O)(=O)O)nc3ccccc32)cc1	2%	-5%	1%	?	-13	2%	0.6	-11	-12%
COc1cccc(Nc2ccc(Nc3cccc(OC)c3)nn2)c1	-9%	1%	-3%	-14%	-2	6%	-0.4	-5	4%
Cn1ccnc1C(=O)c1cccc(Br)c1	0%	6%	-7%	-21%	-17	3%	-0.6	-4	-7%
CCC(=O)N(Cc1ccco1)Cc1cc2cccc(C)c2n2nnnc12	1%	3%	1%	-3%	34*	-6%	1.3	-3	-19%
CCOc1ccc(CCNC(=O)C2Cc3ccccc3N2C(=O)CC)cc1 (centres undefined)	-2%	-7%	4%	-9%	.	-2%	1.4	-3	-8%
COc1ccccc1NS(=O)(=O)c1cc(N/C(=N/S(=O)(=O)c2ccccc2)c2ccc(F)cc2)ccc1Cl	-1%	.	0%	-19%	.	-10%	.	-2	.
Cc1c(Cc2ccccc2)c(=O)oc2c(C)c(OC(C)C(=O)NCC3CCC(C(=O)O)CC3)ccc12 (centres undefined)	0%	1%	1%	-1%	-2	-2%	0.3	-15	-12%
NNC(=O)c1ccc(COc2ccc3c(c2)CCC3)cc1	-7%	8%	-3%	-8%	-1	-1%	-0.3	-9	-8%
COc1ccc(C(=O)NNC(=O)c2ccncc2)cc1[N+](=O)[O-]	-4%	0%	?	-11%	-18	-5%	0.6	-9	-4%
O=C(COc1ccc(N2CC(C(=O)O)CC2=O)cc1)Nc1cccc(C(F)(F)F)c1 (centres undefined)	3%	-15%	-7%	-20%	4	2%	0.9	-2	4%
O=[N+]([O-])c1ccc(-c2cn3c(n2)CCC3)cc1	5%	2%	-7%	6%	3	2%	0.4	-6	18%

Reprinted at random: 3 compounds from above, in no set order.
SMILES	Vif-A3G inh	ERG-DNA inh	Vif-APOBEC3F blk	12-LOX inh	D2 antag	GRP78 ERSR act	D2 agonist	LDHA inh	RGS4 inh
CCOc1ccc(CCNC(=O)C2Cc3ccccc3N2C(=O)CC)cc1 (centres undefined)	-2%	-7%	4%	-9%	.	-2%	1.4	-3	-8%
O=C(NCCc1ccccc1)C1CCCN(c2cnccn2)C1 (centres undefined)	0%	4%	0%	4%	27	-5%	-1.1	2	6%
Cc1ccc(Cn2c(S(=O)(=O)O)nc3ccccc32)cc1	2%	-5%	1%	?	-13	2%	0.6	-11	-12%

Following part:
SMILES	Vif-A3G inh	ERG-DNA inh	Vif-APOBEC3F blk	12-LOX inh	D2 antag	GRP78 ERSR act	D2 agonist	LDHA inh	RGS4 inh
COC(=O)CNC(=O)c1cc(OC)cc(OC)c1	1%	2%	-1%	0%	10	-4%	0.3	-3	19%
CCC1(c2ccc(F)cc2)NC(=O)N(CC(=O)N2c3ccccc3NC(=O)C2(C)C)C1=O (centres undefined)	-3%	-3%	3%	-24%	-7	0%	0.0	-8	9%
CC1(C)COC(c2cccc(C3=NC(C)(C)CO3)n2)=N1	0%	2%	-16%	?	.	2%	.	-5	-36%
COc1ccc(NC(=O)CSc2ccc(-c3cccs3)nn2)cc1	3%	-3%	2%	-25%	.	-3%	0.3	-1	-19%
O=S(=O)(c1ccc(F)cc1)N1CCN(c2nc(-c3cccs3)nc3cc(Cl)ccc23)CC1	2%	.	.	.	.	-3%	.	0	-10%
COCc1cc(/C=N\NC(=O)COc2ccc(Cl)cc2)ccc1OC	1%	1%	-5%	-10%	-15	-1%	-2.9	-9	-12%
COc1cccc(-c2nc(CS(=O)(=O)CC(=O)NCc3cccc(Cl)c3)c(C)o2)c1	-1%	-1%	0%	?	.	-4%	0.5	-17&-6	14%
COc1ccc(OC)c(NC(=O)C2CCCN(S(=O)(=O)c3ccc(-n4cnnn4)cc3)C2)c1 (centres undefined)	-11%	-2%	-34%	-19%	0	-7%	-3.0	-1	12%
Cc1cc(-c2n[nH]c(=S)n2/N=C/C(Br)=C/c2ccccc2)n[nH]1	?	-3%	1%	?	.	-11%	.	-12	-50%
CCOC(=O)c1nnc(-c2ccccc2)nc1Oc1ccccc1Cl	-5%	-7%	-2%	0%	9	-8%	-0.9	-4	-29%
CCOC(=O)c1c(S(=O)(=O)NCC(=O)N2CCN(c3ccccc3)CC2)c(C)n(C)c1C	1%&0%	0%&1%	-5%&0%	7%&-11%	0	-3%&-2%	0.4&-0.4	-8&1	9%&-32%
COc1ccc(C(=O)/C=C/c2ccc(O)cc2)cc1	?	3%	-2%	-13%	-2	7%	-0.3	-9	0%
COc1ccc(N2CCN(C(=S)Nc3cc(C)ccc3C)CC2)cc1	2%	.	-2%	-10%	.	-1%	.	-1	-11%
COc1cccc(OC)c1C(=O)Nc1ccc(N2CCCCC2)cc1	-2%	0%	1%	0%	7	-3%	0.2	1	-21%
COc1ccc(C2C3=C(CCCC3=O)N(CC(=O)O)C3=C2C(=O)CCC3)cc1	0%	1%	-18%	10µM*	2	-3%	-0.8	6	5%

Screening results deposited in PubChem BioAssay by National Center for Advancing Translational Sciences (NCATS).
